# Source: PubChem BioAssay (several laboratories)
# CYP2C9 inh: human CYP2C9 inhibition; P11712; actives 20% (n = 96,000); CYP2C9 Supersomes, luciferin-H conversion, luminescence; inhibition, % at 5 µM; AID 777;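 active means blocking of liver enzyme CYP2C9 beyond about 50% at 5 µM, limit read from the data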; further: values of inactives mirror those of a sister screen read the other way
# CYP2C9 activ: CYP2C9 (human) activation; P11712; recombinant CYP2C9, luciferin-H conversion, luminescence; active compounds read high; factor 1 = untreated enzyme, 0 = blocked; activation factor at 5 µM; actives 1.4% (n = 96,000); AID 1024;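 active means activation factor of 2 or more for CYP2C9 at a 5 µM dose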;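 further: 0 = sulfaphenazole-blocked wells and 1 = vehicle-only wells; values of inactives mirror those of a sister screen read the other way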
# PLK1 inh: PLK1 (human) kinase inhibition | actives 0.53% (n = 97,000) | P53350 | inhibition, % at 10 µM | recombinant PLK1 kinase, TR-FRET peptide phosphorylation | AID 619;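 active means inhibition of 50% or more in the single-concentration screen; inactive means inhibition below 50%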;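 further: 0% = DMSO max control and 100% = H-89 dihydrochloride min control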
# PLK1 PBD inh: blocks phosphopeptide binding to human Plk1 polo box domain; P53350; Plk1 PBD phosphopeptide binding, fluorescence polarization; inhibition, %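 (tested at about 20 µM)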; actives 0.13% (n = 97,000); in the data active means inhibition above about 34%, passing the limit was not always enough
# EphB4 antag: blocks human EphB4 binding to ephrin-B2. AID 720. actives 0.15% (n = 97,000). P54760. inhibition, % at 7 µM. EphB4 LBD / TNYL-RAW-Alexa532 peptide, fluorescence polarization;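 active means inhibition above the screen-wide mean inhibition plus 3 SD, cut at about 15% in these data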;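 further: 0% = DMSO wells and 100% = excess unlabeled TNYL-RAW peptide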
# Rev-RRE block: inhibitors of HIV-1 Rev-RRE RNA interaction; P05866; Rev peptide-RRE RNA binding, FRET; inhibition, % at 8 µM; actives 0.79% (n = 97,000); AID 704;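 active means inhibition above the screen-wide mean plus 3 SD, cut at about 35% in these data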;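 further: 0% = median DMSO wells and 100% = median Neomycin B control wells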
# Target sequence (P05866 whole entry, looked up): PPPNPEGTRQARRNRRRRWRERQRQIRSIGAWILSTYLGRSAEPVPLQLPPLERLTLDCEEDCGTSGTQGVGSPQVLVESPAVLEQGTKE
#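 Test system: Cy5-tagged RRE RNA duplex with fluorescein-tagged Rev peptide | Read-out: % inhibition of FRET ratio versus controls | Probe or stimulus: Labelled Rev peptide | Incubation: 5 min RNA-compound premix plus 15 min binding step, 25 °C | Technique: FRET fluorescence readout | Benchmarks: DMSO low control, neomycin B high control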
# CYP2C19 inhib: inhibitors of human CYP2C19 | P33261 | CYP2C19 Supersomes, luciferin-H EGE luminescence, 30 min | inhibition, % at 5 µM | actives 21% (n = 96,000) | AID 778;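 active means CYP2C19 inhibition above a set limit at 5 µM in the primary screen, cut at about 50% in these data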;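 further: plate controls were negative control wells for no effect and 2.5 mM tranylcypromine positive control for full effect; values of inactives mirror those of a sister screen read the other way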
# PLAP act: activates human placental alkaline phosphatase; P05187; purified PLAP enzyme, luminescent substrate read-out; active compounds read high; activation fold at 20 µM; actives 1.2% (n = 96,000); in the data active means activation fold above about 2
# Target sequence (P05187 whole entry, looked up): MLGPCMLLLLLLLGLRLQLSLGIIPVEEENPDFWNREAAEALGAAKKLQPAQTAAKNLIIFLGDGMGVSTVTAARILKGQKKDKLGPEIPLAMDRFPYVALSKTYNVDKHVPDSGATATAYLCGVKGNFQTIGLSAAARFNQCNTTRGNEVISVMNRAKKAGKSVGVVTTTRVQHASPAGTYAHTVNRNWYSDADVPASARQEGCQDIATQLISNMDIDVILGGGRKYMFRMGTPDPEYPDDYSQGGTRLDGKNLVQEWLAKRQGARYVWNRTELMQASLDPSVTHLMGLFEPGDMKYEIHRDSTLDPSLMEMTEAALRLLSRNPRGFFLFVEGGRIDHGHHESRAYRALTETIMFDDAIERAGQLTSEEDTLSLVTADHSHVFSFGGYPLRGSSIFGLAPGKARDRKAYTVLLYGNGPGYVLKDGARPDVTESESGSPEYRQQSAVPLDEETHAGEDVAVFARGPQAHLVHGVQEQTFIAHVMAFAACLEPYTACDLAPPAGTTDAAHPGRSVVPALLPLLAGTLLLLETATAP
# CYP2C19 act: increases human CYP2C19 enzyme activity | activation factor at 5 µM | AID 1025 | recombinant CYP2C19, luciferin-H EGE luminescence; active compounds read high; 0 = fully inhibited enzyme, 1 = untreated enzyme | 96,000 tested, under 10 active | P33261;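 active means activation factor of at least 2 at 5 µM in the primary screen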;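 further: 0 = wells with 2.5 mM tranylcypromine and 1 = vehicle-only wells; values of inactives mirror those of a sister screen read the other way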
# An asterisk follows results filed as active; . = no result given. An excerpt; count on the stated rates, not on these rows.
Compound	CYP2C19 act	PLK1 PBD inh	EphB4 antag	PLK1 inh	CYP2C9 activ	CYP2C19 inhib	PLAP act	Rev-RRE block	CYP2C9 inh
C=CCN1C(=O)C2(C(C(=O)OCC)=C(N)Oc3c2c(=O)oc2ccccc32)c2ccccc21 (stereo not drawn)	0.1	-24	-2	-9	0.1	88*	1.4	10	88*
N[C@@H](Cc1c[nH]c2ccccc12)c1nnc(SCc2c(F)cccc2Cl)o1	0.3	-13	-10	-6	0.3	74*	1.5	2	70*
CCCCCCOc1ccc(CN2CCN(CC)CC2)cc1	0.6	-21	3	2	0.9	40	1.7	3	11
CCC(=O)c1c(O)n(C2CCCCCC2)c(=O)[nH]c1=O	0.8	17	3	1	0.8	18	1.2	8	20
CNP1(NC)=NC(C(F)(F)F)=NC(C(F)(F)F)=N1	0.9	-15	3	-6	0.9	11	1.2	5	7
O=C(C1CCC(=O)N1C1CCCCC1)N1CCC2(CC1)OCCO2 (stereo not drawn)	1	-24	-4	-3	0.9	3	1.1	20	9
COc1ccc(C(=O)CC2(CC(=O)c3ccc(OC)cc3)C(=O)N(C)C(=O)N(C)C2=O)cc1	1.1	21	-9	1	1.1	-13	0.8	0	-8
CCOC(=O)c1c(N)n(CCN2CCCCC2)c2nc3ccccc3nc12	1	12	5	-7	1	2	1.7	38*	-2
CC1(C)CC(=O)C(C2(O)C(=O)NC(=O)NC2=O)=C(O)C1	0.9	.	.	.	0.9	6	1.3	.	8
COc1ccc(CCn2c(O)c(C=NCc3cccnc3)c(=O)[nH]c2=O)cc1OC	1	-21	1	-4	1	-4	0.7	1	2
C[n+]1ccc(-c2ccncc2)cc1	1.1	-3	-2	-6	1.1	-12	1	-1	-12
CCCCn1c(O)c(C(CC)=NCc2cccnc2)c(=O)[nH]c1=O	0.1	-7	-3	-5	0.4	91*	0.9	-1	60*
O=C1NC(=O)C2(Cc3ccccc3N3CCOCC32)C(=O)N1c1ccccc1 (stereo not drawn)	0.6	1	-8	2	0.5	44	1.2	2	47
CCC(C)C12CN3CCN(CC(C)(C3)C1=O)C2 (stereo not drawn)	0.2	13	-3	11	0.2	76*	0.9	4	77*
CCCC12CN3CN(C1)CC(CCC)(C3)C2O (stereo not drawn)	1.1	-13	4	-6	1	-6	1.1	4	-3
O=c1[nH]c(=O)n(-c2ccc(F)cc2)c(O)c1C=Nc1ccccc1N1CCCC1	1	6	3	-12	1	2	0.8	17	2
CN1C(=O)N(C)C(=O)C2(Cc3c(nc4ccccn4c3=O)N3CCc4ccccc4C32)C1=O (stereo not drawn)	0.9	3	-5	2	0.8	11	1	-2	18
Cc1[nH]c2ccccc2c1C1=CCNCC1	0.8	4	-3	35	0.3	21	1.1	11	74*
CCC1(CC)C(=O)N(Cc2ccccc2)C(=O)N(Cc2ccccc2)C1=O	0.9	-5	-2	-4	0.8	14	0.9	16	18
COc1ccc(CN2CCN(c3ccccc3F)CC2)c(OC)c1	0.1	.	.	.	0.4	87*	1.8	.	61*
CCCCn1c(O)c(C(C)=Nc2cccc(C(=O)O)c2)c(=O)[nH]c1=O	1.1	28	0	-3	1.1	-11	1	3	-10
Cn1c(C(=O)N2CCC(C(=O)N3CCC4(CC3)OCCO4)CC2)cc2sccc21	0.9	13	15	-13	1.3	8	1.4	6	-32
Cc1cc(/C=C2\C(=O)NC(=O)N(C)C2=O)c(C)n1-c1ccc2c(c1)OCO2	1.1	9	0	-13	1	-5	0.8	5	-4
CN(CCCCC(=O)/C=N/O)Cc1ccccc1 (tested in a mixture with another compound)	0.9	2	-2	-10	1.1	7	1.1	9	-13
CCOC(=O)C1CCN(/C=C2/C(=O)NC(=O)N(Cc3ccco3)C2=O)CC1	1.1	.	.	.	1.1	-8	1	.	-6
Cn1c(O)c(C=NCCCN2CCCC2=O)c(=O)n(C)c1=O	0.9	9	-6	1	1	9	1.1	6	4
c1ccc2c(CCNCc3ccc4c(c3)OCO4)c[nH]c2c1	.	34	-7	6	.	.	.	-6	.
CCc1cccc2c(C#N)cn(CC(=O)N3CCOCC3)c12	0.9	-3	22*	-5	0.6	7	1.1	7	37
CN1C(=O)C(C2(C#N)CCCCC2)C(=O)N(C)C1=O	1.2	-13	-1	-18	1.2	-17	1.1	4	-16
O=C(c1ccco1)c1cn(Cc2ccc(Cl)cc2)c2ccccc12	0.2	7	-2	-2	0.1	84*	0.8	22	94*
CC(Oc1ccc(-c2ccccc2)cc1)C(=O)O (stereo not drawn)	1.1	4	0	-19	1	-9	1.1	4	-3
COc1ccccc1N1C(=O)NC(=O)C2(Cc3cc(C)ccc3N(C)C2)C1=O (stereo not drawn)	0.6	-29	6	-8	0.3	43	1.5	5	68*
CC1(C)C(c2ccccc2)=NC(c2cccnc2)=[N+]1[O-]	0.8	.	.	.	0.6	16	1.4	.	38
CCOC(=O)C1=C(C)N(C)C2(C)CC1c1ccccc1O2 (stereo not drawn)	0.8	24	-1	-7	0.8	21	1.2	-3	16
CCN(CC)CCCN=Cc1c(O)n(-c2cccc(C)c2C)c(=O)[nH]c1=O	1	-11	-7	-5	0.9	1	1.1	2	13
CCOC(=O)C(=O)NC1CCSC1=O (stereo not drawn)	0.9	-25	0	-2	0.8	7	1	2	17
CCCCc1nc2ccccc2c(=O)n1-c1ccccc1O	0.5	-6	1	-5	0.8	54*	1	9	24
CC12CCCCC1N(O)CN2O (stereo not drawn)	1.1	-21	-3	27	1.1	-12	0.9	6	-15
Clc1ccccc1CN1CCN(c2ccccc2)CC1	0	-3	-6	-2	0.6	99*	0.8	3	41
c1cc2c(cc1CCNC1CCCCCC1)OCO2	.	4	-2	-13	.	.	.	0	.
CP(C)(=O)CCC(=O)O	1.2	-21	-1	-13	1.2	-17	0.9	10	-21
COc1nc(NC(C)C)nc(NC(C)C)n1	0.9	6	3	-7	0.9	7	0.8	3	10
CN(Cc1ccccc1)C(=C(Cl)Cl)/C(=C1/NCCN1Cc1ccc(Cl)nc1)[N+](=O)[O-]	0.1	-11	-2	12	0.5	93*	1.4	20	49
O=C1NC(=O)N(Cc2ccccc2Cl)C(=O)/C1=C/N1CCOCC1	1.2	2	-3	-8	1	-16	1.3	16	-2
COc1ccccc1CC1C(=O)C2CCN1CC2 (stereo not drawn)	1.1	-6	7	-5	1.1	-12	1	5	-8
CC(O)(CS(=O)(=O)c1ccccc1)C(=O)Nc1ccc(C(F)(F)F)cc1 (stereo not drawn)	0.4	0	6	-5	0.9	65*	1.2	11	9
Cc1ccc(CN2CC3CC(C2)c2cccc(=O)n2C3)cc1 (stereo not drawn)	0.6	-9	-2	-8	0.7	44	0.8	2	33
C=Cn1ccnc1P(=S)(c1ccc(N(C)C)cc1)c1nccn1C=C	0.6	29	-2	-11	0.9	39	1.1	0	10
Cn1ncnc2c(=O)n(C)c(=O)nc1-2	0.1	.	.	.	0.2	95*	1.1	.	80*
CCOP(=O)(OCC)C(c1ccccc1)N(C)C=O (stereo not drawn)	1	-19	-10	-16	0.9	4	0.9	6	8
Cn1c(O)c(C=NCCCC(=O)O)c(=O)n(C)c1=O	1.1	-13	2	-7	1	-13	1	3	-4
O=C1NC(=O)N(CCNc2ncc(C(F)(F)F)cc2Cl)C(=O)C1/C=N/OCc1c(F)cccc1Cl (stereo not drawn)	0.8	17	-8	-8	0.5	19	1.1	-1	48
Cc1ccc(NC(=O)CN2C(=O)CN=C(c3ccccc3)c3cc(Cl)ccc32)cc1	0.1	17	7	5	0.2	90*	1.4	12	80*
CCCNS(=O)(=O)c1ccc(OCC(=O)N2CCN(C)CC2)cc1	.	21	-9	-13	.	.	.	9	.
CCCCSP1(=S)NCCCN1	0.8	.	.	.	0.9	21	1.2	.	10
COc1ccc(OCC(=O)N2CCN(C(C)C)CC2)cc1	.	-5	-1	-8	.	.	.	3	.
CC1CN(CCc2ccccc2)CC(C)O1 (stereo not drawn)	0.9	6	11	-8	1.1	6	1.1	10	-7
COc1cccc(N2C(=O)CC(=O)NC2=O)c1	1	-19	-10	-14	1	-2	1.2	14	1
O=C1CCCC2C3CCCN4CCCC(CN12)C34 (stereo not drawn)	0.7	-2	3	-8	0.9	30	1	8	8
CCOP1(=S)Oc2cc3c(cc2C(C(=O)OC)(C(F)(F)F)O1)OCO3 (stereo not drawn)	0	.	.	.	0.1	98*	1	.	89*

# An excerpt of these results, with values under each structure:
# Values run as follows: CYP2C19 act | PLK1 PBD inh | EphB4 antag | PLK1 inh | CYP2C9 activ | CYP2C19 inhib | PLAP act | Rev-RRE block | CYP2C9 inh
> CCOC(=O)C1=C(C)N(C)C2(C)CC1c1ccccc1O2 (stereo not drawn)
→ 0.8 | 24 | -1 | -7 | 0.8 | 21 | 1.2 | -3 | 16
> c1cc2c(cc1CCNC1CCCCCC1)OCO2
→ . | 4 | -2 | -13 | . | . | . | 0 | .
> O=C1CCCC2C3CCCN4CCCC(CN12)C34 (stereo not drawn)
→ 0.7 | -2 | 3 | -8 | 0.9 | 30 | 1 | 8 | 8

# Remaining list, next part.
Compound	CYP2C19 act	PLK1 PBD inh	EphB4 antag	PLK1 inh	CYP2C9 activ	CYP2C19 inhib	PLAP act	Rev-RRE block	CYP2C9 inh
CN(C)CCN=Cc1c(O)n(-c2cccc3ccccc23)c(=O)[nH]c1=O	1	-13	4	-8	1	1	0.9	11	1
CCOC(=O)c1c(/N=C/c2c(O)n(-c3ccccc3F)c(=S)[nH]c2=O)sc2c1CCCC2	1.1	-13	-2	-20	1	-14	1.9	30	1
O=c1[nH]c(=O)n(Cc2ccccc2)c(O)c1C=NCCCn1ccnc1	0.9	-15	-6	-13	0.4	7	1.2	19	64*
C=Cn1ccnc1P(=S)(c1nccn1C=C)C1CCCCC1	0.3	17	4	-2	0.9	70*	1.4	2	15
CCCC(=O)c1c(O)[nH]c(=O)[nH]c1=O	1.2	4	-6	-14	1.1	-16	1.1	5	-5
Cc1cccc(N2C(=O)/C(=C/c3ccc(CN(CCC#N)S(C)(=O)=O)o3)C(=O)NC2=S)c1	1.1	-17	6	-19	1	-7	1.3	25	0
c1ccc(C2N3CCCN23)cc1 (stereo not drawn)	1	2	2	-5	1	-4	1	2	-1
O=P1(NCc2ccco2)COc2ccccc2OC1	1	20	1	-13	1	2	1.1	9	-4
O=C1CSC2N1CCNC21CCCCC1 (stereo not drawn)	1.1	-7	-3	-6	1.1	-13	1	1	-10
Cc1ccc(S(=O)(=O)NCC2CCC(C(=O)N3CCC4(CC3)OCCO4)CC2)cc1 (stereo not drawn)	0.8	-11	-1	-7	0.8	18	1.3	-3	15
CC(=NCCCN1CCOCC1)c1c(O)[nH]c(=O)[nH]c1=O	1	-20	2	-2	1	3	0.8	8	3
O=C(c1ccc2c(c1)OCO2)N1CCC2(CC1)OCCO2	0.1	.	.	.	1	88*	0.8	.	-5
COc1cccc(OC)c1C(=O)Nc1nc(N)n(-c2ccccc2)n1	1.2	-11	8	-6	0.8	-16	0.8	3	18
Cc1[nH]c2ccccc2c1/C=N/O	1	-25	5	-6	1.9	-4	1	10	-90
CCN(CC)C(=O)c1ccc(N2C(=O)C3CC=C(Cl)CC3C2=O)cc1 (stereo not drawn)	1	-26	2	-7	0.9	-3	1.5	8	5
